Screening results deposited in PubChem by National Center for Advancing Translational Sciences (NCATS).
15-hLO inh: qHTS Assay for Inhibitors of 15-hLO (15-human lipoxygenase); Potency, µM (series often up to 57.1 µM), without a hit: top-dose activity change, negative = inhibition, hits mostly inhibitors; purified 15hLO-1, xylenol orange hydroperoxide absorbance; Polyunsaturated fatty acid lipoxygenase ALOX15 (Homo sapiens), P16050; AID 887, 2007; actives 1.4% (n = 74,000); also: potency is read from the fitted curve at half-maximal effect; % is scaled to controls: 0 for no effect and ±100 for the full control effect; nearly all actives have a fitted effect of over 55% in size
Target sequence (P16050 whole entry, looked up): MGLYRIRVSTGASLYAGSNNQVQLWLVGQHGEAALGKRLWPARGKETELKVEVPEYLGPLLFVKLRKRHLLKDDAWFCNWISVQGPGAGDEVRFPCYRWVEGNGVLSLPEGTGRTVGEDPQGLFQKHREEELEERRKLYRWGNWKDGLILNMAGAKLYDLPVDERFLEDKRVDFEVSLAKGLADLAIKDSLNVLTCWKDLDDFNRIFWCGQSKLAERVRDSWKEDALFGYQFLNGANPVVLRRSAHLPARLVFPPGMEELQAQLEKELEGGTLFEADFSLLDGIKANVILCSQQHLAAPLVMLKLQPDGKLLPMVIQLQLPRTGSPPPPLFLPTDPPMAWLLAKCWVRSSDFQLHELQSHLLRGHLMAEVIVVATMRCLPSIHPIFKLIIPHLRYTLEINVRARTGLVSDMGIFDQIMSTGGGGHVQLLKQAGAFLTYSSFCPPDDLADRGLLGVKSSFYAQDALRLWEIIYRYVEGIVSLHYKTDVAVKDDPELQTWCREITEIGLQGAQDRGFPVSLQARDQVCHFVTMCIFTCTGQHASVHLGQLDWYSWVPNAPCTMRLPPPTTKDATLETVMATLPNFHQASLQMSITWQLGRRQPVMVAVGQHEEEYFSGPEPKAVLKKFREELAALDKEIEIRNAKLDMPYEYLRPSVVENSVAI
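40 nM 15hLO-1 + cpd, 15 min RT; start w/ 50 uM AA (final), 6 min RT; stop/detect w/ 200 uM XO + 300 uM Fe(II) in 50 mM H2SO4, 30 min; A573/A405. Buffer 25 mM Hepes pH 7.5, 0.01% Triton X-100. No-enzyme wells as negative control.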
Tau fil binding: qHTS Assay for Tau Filament Binding | Microtubule-associated protein tau (Homo sapiens), P10636 | Potency, µM (series often up to 57.1 µM), for inactives: top-dose activity change, negative = inhibition | recombinant tau filaments, thioflavin S fluorescence, 15 h; filaments grown with octadecylsulfate alongside compound | actives 2% (n = 71,000);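 also: potency is read from the fitted curve at half-maximal effect; % is scaled to controls: 0 for no effect and ±100 for the full control effect; actives lower thioflavin S fluorescence by blocking filaments or displacing dye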
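Thioflavine S fluorescence (ex 450, em 510 nm) reports filaments formed from 1 uM human tau plus 30 uM ODS over 15 h at 37 C (10 mM HEPES pH 7.4, 100 mM NaCl, 5 mM DTT); compounds displacing dye or blocking filaments lower signal.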
HADH2 inhib: qHTS Assay for Inhibitors of HADH2 (Hydroxyacyl-Coenzyme A Dehydrogenase, Type II) | 3-hydroxyacyl-CoA dehydrogenase type-2 (Homo sapiens), Q99714 | recombinant HADH2, NADH fluorescence, beta-hydroxybutyryl-CoA | Potency, µM (titrated, usually from 57.1 µM), for the others: at the highest dose activity change, negative = inhibition, most hits filed as inhibitors | actives 3.4% (n = 73,000) | AID 886, 2007; also: potency is read from the fitted curve at half-maximal effect; % is scaled to controls: 0 for no effect and ±100 for the full control effect; nearly all actives have a fitted effect of over 60% in size; many of its hits are not listed in these tables
Target sequence (Q99714 whole entry, looked up, one chain of several): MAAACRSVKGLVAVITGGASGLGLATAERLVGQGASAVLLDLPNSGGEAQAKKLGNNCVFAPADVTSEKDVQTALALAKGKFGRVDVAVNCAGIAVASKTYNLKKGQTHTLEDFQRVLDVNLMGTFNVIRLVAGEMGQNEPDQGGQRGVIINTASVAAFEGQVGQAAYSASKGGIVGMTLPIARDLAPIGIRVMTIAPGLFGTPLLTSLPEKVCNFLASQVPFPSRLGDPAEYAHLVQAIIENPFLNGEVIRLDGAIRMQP
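Read-out: 360 nm excitation, 450 nm emission, kinetic over 4 min. Conditions: His-tagged human HADH2 20 nM, pH 9.0 Tris with Tween-20, 1 mM NAD+, 90 uM beta-hydroxybutyryl-CoA.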
Pol III holo inh: qHTS Assay for Inhibitors of DNA Polymerase III Holoenzyme System; actives 0.25% (n = 71,000); Potency, µM (doses to about 57.1 µM), without a hit: at the top dose activity change, negative = inhibition; reconstituted DNA polymerase III holoenzyme replication, biochemical; AID 603, 2007; also: potency is read from the fitted curve at half-maximal effect; % is scaled to controls: 0 for no effect and ±100 for the full control effect
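Reconstituted *E. coli* holoenzyme (0.35 nM Pol III, 1 nM beta, 154 nM SSB, 2 nM primase) was preincubated with compound for 15 min at RT. Synthesis on 1.4 nM ssM13Gori ran 35 min, then was stopped with PicoGreen/EDTA and read as dsDNA fluorescence.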
Rhodamine autofl: qHTS Assay for Spectroscopic Profiling in Rhodamine Spectral Region | Rhodamine-region fluorescence, 547/598 nm, Tris buffer; stronger effect = higher value | max dye-equivalent concentration, M | actives 0.05% (n = 59,000); in the data active = max dye-equivalent concentration above about 11 nM; inconclusive = between about 1.1 nM and that limit
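qHTS spectral profiling of compounds without any target or enzyme present, in pH 8.0 Tris buffer; plates were read after a 15-minute room-temperature incubation using the rhodamine-region filter set.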
Hsp90 Hop PPI: qHTS Assay for Disrupters of an Hsp90 Co-Chaperone Interaction. Potency, µM (series often up to 57 µM), for the others: at the highest dose activity change, negative = inhibition. actives 0.44% (n = 71,000). Hsp90 C-terminal peptide / TPR2A (Hop) interaction, human. AlphaScreen TPR2A-His6 binding biotin-Hsp90 C-terminal peptide. AID 595, 2007; active = well fitted curve in either direction with a large enough effect; inconclusive = small, poorly fitted or top-dose-only effect, or another doubt; also: potency is read from the fitted curve at half-maximal effect; % is scaled to controls: 0 for no effect and ±100 for the full control effect; many of its hits are not listed in these tables
HBB splice mod: qHTS Assay for Modulators of Hemoglobin Beta Chain Splicing; HBB splicing reporter cell assay, activation; EGFP reporter with mutant IVS2-654 intron; response scale: normalised to 500 nM splice-correcting PNA; Potency, µM (highest dose often 46.1 µM), inactives show at the top dose activation, actives largely listed as activators; actives 0.06% (n = 65,000); also: potency is read from the fitted curve at half-maximal effect; 0% is about no effect
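HeLa cells stably expressing EGFP interrupted by mutant beta-globin intron 2 (IVS2-654), 500/well in 2% FCS. Treated with compound for 2 days at 37C. Splicing correction scored as total well GFP intensity (488 nm excitation, 500-520 nm emission); 500 nM antisense PNA served as control.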
TexasRed autofl: qHTS Assay for Spectroscopic Profiling in Texas Red Spectral Region; actives 0.06% (n = 59,000); AID 587, 2007; Compound fluorescence, Texas Red channel, 547/618 nm; stronger effect = higher value; max dye-equivalent concentration, M; in the data active = max dye-equivalent concentration above about 10 nM; inconclusive = between about 1.1 nM and that limit
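Compound titrations in 100 mM Tris pH 8.0 were incubated 15 min at room temperature and read at 547 nm excitation / 618 nm emission. Texas Red six-point standard curve on each plate converted fluorescence to dye-equivalent concentration.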
FLuc inh: qHTS Assay for Inhibitors of Firefly Luciferase; purified firefly luciferase, luminescence, 8 min; Potency, µM (highest dose often 57.1 µM), for inactives: top-dose activity change, negative = inhibition, actives largely listed as inhibitors; actives 2.2% (n = 72,000); also: potency is read from the fitted curve at half-maximal effect; % is scaled to controls: 0 for no effect and ±100 for the full control effect; nearly all actives have a fitted effect of over 40% in size
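Firefly luciferase (PKLight detection mix) with 10 uM ATP in pH 7.2 imidazole buffer (KCl, MgCl2, Tween 20, BSA). Compounds tested across a concentration series (qHTS). Luminescence read after 8 min at ambient temperature.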
CRE-bla Fsk: Cell signaling CRE-BLA (Fsk stim). CHO CRE-bla reporter (cAMP response element driving beta-lactamase), forskolin EC10, beta-lactamase ratio. Potency, µM (highest dose often 38.2 µM), for inactives: top-dose activity change, negative = inhibition, actives largely listed as activators. actives 2.5% (n = 71,000); active = well fitted activation curve with a large enough effect in the signal ratio, with a control signal flat, not every such curve was filed as active; inconclusive = small, poorly fitted or top-dose-only effect, or effect the other way, or a change in a side signal; the % refers to the signal ratio; also: potency is read from the fitted curve at half-maximal effect; % of control where 0% means no effect
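Using CellSensor CRE-bla CHO cells in Opti-MEM with 0.5% dialyzed FBS, compounds were titrated with EC10 NKH 477 for 3 h at 37 °C. CCF4 ratio (460/530 nm) gave %Activity; AC50 derived.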
ERK AVP inh: qHTS Assay for Inhibitors of the ERK Signaling Pathway using a Homogeneous Screening Assay; Potency, µM (series often up to 57.5 µM), without a hit: at the top dose activity, negative = inhibition, actives largely listed as inhibitors; actives 0.99% (n = 72,000); HEK293-V1b, vasopressin-stimulated pERK AlphaScreen; also: potency is read from the fitted curve at half-maximal effect; % is scaled to controls: 0 for no effect and ±100 for the full control effect; nearly all actives have a fitted effect of over 55% in size
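Phosphorylated ERK1/2 detected via AlphaScreen bead proximity in lysates of V1b-expressing HEK293 cells given 25 nM vasopressin for 5 min after 30 min compound exposure (37 °C). AC50 from Hill equation; basal DMSO 0%, vasopressin 100%.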
Numbers without * were called inactive; i = inactive; ? = inconclusive; . = not tested or not shown; [ ] = remark or other dose. Unless noted, calls follow the shape of the dose curve; as a rule, active = well fitted curve in the direction sought with a large enough effect; inconclusive = small, poorly fitted or top-dose-only effect, or another doubt; inactive = no such curve, though single readings can be large; an effect the other way counts as inactive or inconclusive.

1	C=CCn1c(SCCC#N)nnc1-c1ccncc1
2	c1ccc(N2CCN(c3cnccn3)CC2)nc1
3	Cc1ccc2[nH]c(-c3ccccc3)c(CN3CCN(C)CC3)c(=O)c2c1
4	COc1ccc(C2SCC(=O)N2c2c(C)n(C)n(-c3ccccc3)c2=O)c(OC)c1 (stereo not given)
5	Nc1cc(=O)[nH]c(SCC(=O)NCC2CCCO2)n1 (stereo not given)
6	O=C(c1cccc(F)c1)N1CCC2(CC1)CCN(c1ncccn1)CC2
Compound	1	2	3	4	5	6
15-hLO inh	1%	6%	7%[11.4 µM]	4%	10%	-6%
Tau fil binding	1%	19%	-3%[11.4 µM]	1%	3%	-4%
HADH2 inhib	-2%	-1%	6%[11.4 µM]	-2%	4%	-5%
Pol III holo inh	-2%	-5%	-4%[11.4 µM]	-8%	0%	-9%
Rhodamine autofl	i	i	.	i	i	i
Hsp90 Hop PPI	-4%	-3%	?	-3%	-2%	4%
HBB splice mod	1.2%	-0.6%	1.8%[0.0738 µM]	-2.2%	-0.1%	1.3%
TexasRed autofl	i	i	.	i	i	i
FLuc inh	3%	0%	-2%	0%	2%	1%[11.4 µM]
CRE-bla Fsk	1%	-9%	?	-10%	6%	-2%
ERK AVP inh	-19%	-24%	5%	19%	30%[activator]	-20%

7	CC(C)CNC(=O)c1cccc(C(=O)NCC(C)C)c1
8	COc1ccc(Cl)cc1C(=O)NCC(C)C
9	Cc1noc(C)c1-c1cncnc1NCc1cccnc1
10	CCC1Oc2ccccc2N(CC(=O)Nc2ccc(OC)cc2OC)C1=O (stereo not given)
11	CCCCNC(=O)CS(=O)Cc1nc(-c2cccc(C)c2)oc1C (stereo not given)
12	N#CCCN(C(=O)COC(=O)c1ccc2c(c1)NC(=O)CS2)c1ccc2c(c1)OCCO2
Compound	7	8	9	10	11	12
15-hLO inh	4%	2%	?	2%	-8%	2%
Tau fil binding	8%	16%	-12%	1%	-16%	6%
HADH2 inhib	7%	2%	?	10%	-2%	-1%
Pol III holo inh	8%	-3%	-5%	-3%	0%	-2%
Rhodamine autofl	i	.	i	i	.	i
Hsp90 Hop PPI	?	0%	5%	-4%	-2%[2.3 µM]	-1%
HBB splice mod	3.2%	-0.3%	-1.3%	-1.0%	-0.8%	-0.6%[57.5 µM]
TexasRed autofl	i	.	i	?	.	i
FLuc inh	0%	2%	0%[2.29 µM]	-1%	1%	-1%
CRE-bla Fsk	-4%	12%	-3%	-11%	-2%	9%
ERK AVP inh	24%	-3%	15%	-6%	-23%	0%

13	CN(C)c1ccc(-c2ccncc2)cc1
14	CCOC(=O)Cn1nc(-c2ccc(Cl)cc2)cc1N
15	Cn1c(=O)oc2cc(S(=O)(=O)NCCCN3CCCC3=O)ccc21
16	CCC/C=C(\CCC)C(NC(=O)c1ccccc1)c1ccc(C(=O)OC)cc1 (stereo not given)
17	Cc1oc(-c2ccc3c(c2)OCCO3)cc1C(=O)O
18	N#CN=C1SCCS1
Compound	13	14	15	16	17	18
15-hLO inh	11%	-25%	3%	.	3%	0%
Tau fil binding	14%	?	-6%	0%	10%	3%
HADH2 inhib	7%	12%	-8%	5%	0%	3%
Pol III holo inh	0%	1%	-8%	-15%	-3%	10%
Rhodamine autofl	.	i	.	.	i	i
Hsp90 Hop PPI	-4%	-12%	-1%	18%	5%	1%
HBB splice mod	-4.4%	.	0.2%	1.7%	0.3%	0.1%[57.5 µM]
TexasRed autofl	.	i	.	.	i	i
FLuc inh	-2%	-6%	1%	.	-19%	0%
CRE-bla Fsk	6%	-4%	1%	-7%	-20%	0%
ERK AVP inh	-9%	?	-17%	33%[activator]	-25%	-28%

19	NC(N)=NC(N)=Nc1ccc(C(=O)O)cc1
20	CC12CCC(=O)N1c1ccccc1C(=O)N2c1ccccc1 (stereo not given)
21	CCCCNC(NCCCC)=C(S(=O)(=O)CC)S(=O)(=O)CC
22	O=C(CCc1ccccc1)NC1CCSC1=O (stereo not given)
23	Cc1cnc(CNc2nc(-c3ccccc3Cl)nc3ccccc23)cn1
24	CCOc1ccccc1N(CC(=O)Nc1ccccc1C(=O)NCc1ccco1)S(C)(=O)=O
Compound	19	20	21	22	23	24
15-hLO inh	-1%[11.4 µM]	2%	0%[11.4 µM]	6%[11.4 µM]	-3%	1%
Tau fil binding	4%[11.4 µM]	-2%	0%[11.4 µM]	-5%[11.4 µM]	-4%	11%
HADH2 inhib	2%[11.4 µM]	13%	20%[11.4 µM]	10%[11.4 µM]	-8%	17%
Pol III holo inh	-8%[11.4 µM]	3%	-1%[11.4 µM]	0%[11.4 µM]	-4%	15%
Rhodamine autofl	i	i	.	.	i	i
Hsp90 Hop PPI	-1%[11 µM]	2%	5%[11 µM]	?	-1%	-4%
HBB splice mod	6.0%[9.22 µM]	-1.9%	0.2%[0.0738 µM]	0.2%[0.0738 µM]	1.2%	-0.2%
TexasRed autofl	i	i	.	.	i	i
FLuc inh	2%[11.4 µM]	0%	2%	2%	-4%[2.29 µM]	4%
CRE-bla Fsk	-6%[7.6 µM]	-1%	?	?	?	-3%
ERK AVP inh	7%[11.5 µM]	-25%	-14%	9%	-4%	-18%

25	Cc1cc(NC(=O)CSc2nnc(-c3ccco3)n2Cc2ccco2)no1
26	O=C(CCN1C(=O)C2C3C=CC(C3)C2C1=O)N1CCN(c2ccccc2F)CC1 (stereo not given)
27	CCN(Cc1cc2cc(OC)ccc2[nH]c1=O)C(=O)Cc1ccc(OC)cc1
28	O=C(CC1SC(N2CCCCC2)=NC1=O)Nc1cccc(C(=O)O)c1 (stereo not given)
29	COc1cc(-c2noc(CCC(=O)Nc3cccnc3)n2)cc(OC)c1OC
30	CCCOC(=O)c1ccc(NS(=O)(=O)c2cccs2)cc1
31	O=C(CSc1nnc(-c2ccccn2)n1-c1ccccc1)Nc1ccc2c(c1)OCO2
32	CCOc1cccc2cc(C(=O)N3CCN(C/C=C/c4ccccc4)CC3)c(=O)oc12
Compound	25	26	27	28	29	30	31	32
15-hLO inh	5%	6%	4%	1%	-5%	-7%	-8%	-16%
Tau fil binding	3%	-2%	0%	0%	2%	-9%	198%	84%
HADH2 inhib	11%	4%	-11%	-17%	4%	-6%	-8%	-29%
Pol III holo inh	6%	3%	-6%	-3%	4%	-6%	-3%	-8%
Rhodamine autofl	i	i	i	i	i	i	i	i
Hsp90 Hop PPI	-2%	-3%	-4%	-8%	-3%	3%	-7%	-6%
HBB splice mod	0.0%[57.5 µM]	-0.5%	2.0%[0.369 µM]	-2.0%	0.9%	.	0.1%	0.2%
TexasRed autofl	i	i	i	i	i	i	i	i
FLuc inh	2%	1%	-1%	-3%	2%	3%	0%	0%
CRE-bla Fsk	10%	?	?	-9%	?	10%	?	2%
ERK AVP inh	-22%	-7%	-11%	-15%	-17%	8%	-2%	?

Part of the list above, with values under each structure:
Each structure is followed by: 15-hLO inh, Tau fil binding, HADH2 inhib, Pol III holo inh, Rhodamine autofl, Hsp90 Hop PPI, HBB splice mod, TexasRed autofl, FLuc inh, CRE-bla Fsk, ERK AVP inh
[27] CCN(Cc1cc2cc(OC)ccc2[nH]c1=O)C(=O)Cc1ccc(OC)cc1
→ 4%, 0%, -11%, -6%, i, -4%, 2.0%[0.369 µM], i, -1%, ?, -11%
[28] O=C(CC1SC(N2CCCCC2)=NC1=O)Nc1cccc(C(=O)O)c1 (stereo not given)
→ 1%, 0%, -17%, -3%, i, -8%, -2.0%, i, -3%, -9%, -15%

The list is partial; rates above refer to the full screens.
